GASC1 inh: inhibitors of GASC-1 (KDM4C) histone demethylase, primary screen, biochemical, single concentration HTS; Lysine-specific demethylase 4C (Homo sapiens), Q9H3R0; GST-KDM4C 2-372, H3K9me3 peptide, LANCE TR-FRET; inhibition, % at 12.5 µM; actives 0.15% (n = 96,000);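 active = mean replicate inhibition above about 25%, with at least 55% of replicates also reaching it, limit read from the data, passing the limit was not always enough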
Target sequence (Q9H3R0 2-372 limits assumed): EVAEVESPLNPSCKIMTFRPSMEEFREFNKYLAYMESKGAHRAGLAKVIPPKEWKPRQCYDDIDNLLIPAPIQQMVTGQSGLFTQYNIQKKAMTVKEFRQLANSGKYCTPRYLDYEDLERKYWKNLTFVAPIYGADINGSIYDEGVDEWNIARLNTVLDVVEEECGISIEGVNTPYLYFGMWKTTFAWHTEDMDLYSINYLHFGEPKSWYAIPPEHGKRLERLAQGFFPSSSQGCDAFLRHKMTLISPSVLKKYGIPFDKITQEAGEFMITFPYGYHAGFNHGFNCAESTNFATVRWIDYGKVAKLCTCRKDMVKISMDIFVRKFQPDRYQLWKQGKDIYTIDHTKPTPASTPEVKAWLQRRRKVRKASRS
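System: N-terminal GST-fused human GASC-1 (KDM4C) fragment, residues 2-372 / Amount: 10 nM GST-KDM4C in enzyme reaction / Also added: H3K9me3 peptide with Fe(II)/2OG / Times: 30 min demethylation and 1 h detection at room temperature / Signal: LANCE TR-FRET / Read-out basis: Fall in 671/618 emission ratio as inhibition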
C diff HTS: C. difficile growth inhibitors, primary screen, HTS | actives 0.25% (n = 86,000) | Clostridium difficile clinical isolate growth, OD600, 24 h; stronger effect = lower value | growth activity, negative = inhibition, % at 16 µg/mL (by protocol);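 active = mean growth activity at or below -80% and every replicate also at or below -80%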;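 also: 0% = DMSO wells and -100% = levofloxacin 16 µg/mL wells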
T cruzi growth: T. cruzi intracellular proliferation inhibitors, primary screen, cell-based, beta-gal Tulahuen parasites, NIH3T3 host, luminescence. T. cruzi beta-gal in NIH3T3, GalScreen luminescence, 90 h. inhibition, % at 8.34 µM. actives 5.9% (n = 77,000);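 active = mean inhibition above about 93%, with at least 55% of replicates each passing it, limit read from the data, passing the limit was not always enough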
Pf Dd2 inh: P. falciparum Dd2 growth inhibitors, primary screen, SYBR Green fluorescence, single dose replicates. 72 h; stronger effect = lower value. activity change, % at 10 µM. actives 2.3% (n = 94,000); in the data active = activity change below about -80%
The depositor's hits bear a star; x = not tested or not shown; & = joins results of further samples.

Every second line gives: GASC1 inh, C diff HTS, T cruzi growth, Pf Dd2 inh
1: C[C@@H]1CN([C@@H](C)CO)C(=O)Cc2cc(NS(=O)(=O)c3ccc(F)cc3)ccc2O[C@H]1CN(C)Cc1ccccc1
    1.7, -7.9, 114.0*, -29.9
2: O=C(C[C@@H]1C[C@@H]2c3cc(NC(=O)Nc4ccc(C(F)(F)F)cc4)ccc3O[C@@H]2[C@@H](CO)O1)NCCc1ccccc1
    -6.5, 6.7, 93.5, -7.8
3: CO[C@H]1CC[C@@H]2CCOc3ccc(C#N)cc3C(=O)N(C)C[C@H](c3ccccc3)CC(=O)N(C)C[C@@H]1O2
    0.0, x, -31.2, x
4: COCC(=O)N(C)C[C@@H]1Oc2ncc(C#C[C@@H](C)O)cc2C(=O)N([C@H](C)CO)C[C@@H]1C
    -1.2, -2.6, 0.2, x
5: COc1ccc(S(=O)(=O)N(C)C[C@H]2OCc3ccccc3-c3ccccc3C(=O)N([C@H](C)CO)C[C@H]2C)cc1
    -0.9, x, 21.0, 5.1
6: O=C(NCc1ccc(F)cc1)[C@H]1[C@H](CO)[C@H]2Cn3c(cccc3=O)[C@@H]1N2C(=O)C1CC1
    -1.3, 3.5, x, -10.2
7: COc1ccc(C(=O)Nc2ccc3c(c2)C(=O)N(C)C[C@@H](OC)[C@@H](C)CN(C)[C@H](C)CO3)cc1
    -0.7, -0.3, -43.1, 26.9
8: CCCC#Cc1ccc2c(c1)[C@H]1[C@H](CCN1S(=O)(=O)c1ccc(F)cc1)[C@H](CO)N2C
    -1.2, 6.6, 85.0, -10.3
9: C[C@H](CO)N1C[C@H](C)[C@@H](CN(C)Cc2ccc(C(=O)O)cc2)Oc2ncc(-c3ccc(F)cc3)cc2C1=O
    -1.4, 1.5, 21.1, 8.4
10: O=C(Nc1ccccc1F)N[C@@H]1CC[C@H](CCNC(=O)C2CCC2)O[C@@H]1CO
    1.7, 0.0, x, 26.5
11: Cn1cnc(S(=O)(=O)N2C[C@H](O)COC[C@H]3O[C@H](CC(=O)NC4CCCC4)CC[C@@H]32)c1
    -1.0, -0.8, -32.7, -0.3
12: COc1ccccc1NC(=O)N1CCCCN2[C@@H](CO)[C@@H](c3ccc(-c4cccc(F)c4)cc3)[C@@H]2C1
    -0.8, 47.0, 94.6, -68.9
13: CCC(=O)N(C)C[C@H]1Oc2ncc(-c3ccccc3F)cc2C(=O)N([C@H](C)CO)C[C@@H]1C
    0.5, -5.3, 42.8, 39.7
14: COc1ccc(NC(=O)N(C)C[C@@H]2Oc3ccc(NC(=O)Nc4c(C)noc4C)cc3C(=O)N([C@@H](C)CO)C[C@@H]2C)cc1
    0.9, -4.7, 21.4, 30.3
15: COc1ccc2c3c([nH]c2c1)[C@H](CO)N(C(=O)c1ccccc1)CC31CCN(C(=O)c2cccc(F)c2)CC1
    -1.1, 0.9, x, -42.8
16: C/C=C/c1ccc([C@H]2[C@@H](CO)N(C(C)=O)[C@@H]2CN(CC)C(=O)CC2CC2)cc1
    -1.7, -1.0, x, 24.4
17: COc1ccc(S(=O)(=O)Nc2ccc3c(c2)C(=O)N([C@H](C)CO)C[C@H](C)[C@H](CN(C)S(=O)(=O)c2ccc(F)cc2)OCCCC[C@H](C)O3)cc1
    -1.8, 6.3, 80.3, -50.4
18: COc1ccc(NC(=O)N(C)C[C@H]2Oc3ccc(NS(=O)(=O)c4ccc(Cl)cc4)cc3C(=O)N([C@@H](C)CO)C[C@H]2C)cc1
    -1.0, -2.1, -10.3, 4.7
19: CO[C@@H]1CN(C)C(=O)c2cc(NS(=O)(=O)c3cn(C)cn3)ccc2OC[C@@H](C)NC[C@H]1C
    -2.0, x, -12.5, 7.4
20: COC(=O)C[C@H]1CC[C@@H]2[C@H](COC[C@H](O)CN2C(=O)Nc2cccc(F)c2)O1
    0.5, 8.1&-1.2, -107.5, 7.3
21: COc1ccc2c3c([nH]c2c1)[C@H](CO)N(C(=O)CN(C)C)CC31CN(CC2CCOCC2)C1
    -0.8, 4.5, x, 10.0
22: C[C@@H]1CN([C@H](C)CO)C(=O)c2cc(NC(=O)CCCN(C)C)ccc2O[C@@H]1CN(C)Cc1ccc(-c2ccccc2)cc1
    1.5, -0.8, x, 3.8
23: CCCC#Cc1ccc2c(c1)O[C@@H](CN(C)S(=O)(=O)c1cccc(F)c1)[C@@H](C)CN([C@H](C)CO)S2(=O)=O
    -1.3, 23.0, 124.5*, -56.2
24: COc1ccc2c3c(n(C)c2c1)[C@@H](CO)N(C(=O)c1ccc(F)cc1)CC31CCN(CC2CC2)CC1
    -0.1, -0.3, x, -75.3
25: C[C@@H](O)C#Cc1ccc2c(c1)O[C@@H](CN(C)C(=O)Cc1ccccn1)[C@@H](C)CN([C@@H](C)CO)S2(=O)=O
    0.6, 3.0, 27.2, 0.7
26: C[C@@H]1CN([C@H](C)CO)C(=O)c2cc(C#CC3CC3)cnc2O[C@@H]1CN(C)C(=O)c1ccncc1
    0.6, x, -7.7, 57.7
27: C[C@@H]1CN([C@@H](C)CO)C(=O)c2cc(NC(=O)Nc3ccccc3)ccc2O[C@@H]1CN(C)C(=O)NC1CCCCC1
    -1.5, 11.0, x, -11.3
28: C/C=C/c1ccc([C@H]2[C@@H](CO)N(C(=O)CN(C)C)C23CN(C(=O)C2CCOCC2)C3)cc1
    -1.1, 0.1, x, -4.4
29: COCC#Cc1cnc2c(c1)C(=O)N([C@@H](C)CO)C[C@H](C)[C@H](CN(C)C(=O)C1CCC1)O2
    1.3, 4.3, 54.0, 20.7
30: C[C@H](CO)N1C[C@H](C)[C@@H](CN(C)Cc2ccc3c(c2)OCO3)Oc2ccc(NS(=O)(=O)c3ccc(Cl)cc3)cc2C1=O
    -0.4, -6.3, 36.7, -13.9
31: COc1ccc(S(=O)(=O)Nc2ccc3c(c2)C(=O)N(C)C[C@@H](OC)[C@@H](C)CN[C@H](C)CO3)cc1
    -0.6, 2.0, -34.6, 11.8
32: COc1ccc(S(=O)(=O)Nc2ccc3c(c2)C(=O)N([C@H](C)CO)C[C@@H](C)[C@@H](CN(C)Cc2ccncc2)O3)cc1
    0.7, -2.9, x, 1.7
33: COc1ccc(S(=O)(=O)Nc2ccc3c(c2)C(=O)N([C@H](C)CO)C[C@@H](C)[C@@H](CN(C)Cc2ccc(C(=O)O)cc2)OCCCC[C@H](C)O3)cc1
    0.7, 0.8, 44.2, -26.4
34: O=C(C[C@H]1C=C[C@@H](NS(=O)(=O)c2ccccc2)[C@@H](CO)O1)N1CCN(c2ccccc2)CC1
    -0.9, -1.6, x, 6.9
35: Cc1ccc(S(=O)(=O)Nc2ccc3c(c2)C(=O)N([C@@H](C)CO)C[C@H](C)[C@H](CN(C)C)OCCCC[C@H](C)O3)cc1
    -0.4, -0.1, -0.2, -24.3
36: Cc1ccc(-c2ccc3c(c2)O[C@H](CN(C)C(=O)NC(C)C)[C@@H](C)CN([C@H](C)CO)S3(=O)=O)cc1
    -3.5, -4.4, 46.7, -10.2
37: COc1cccc(NC(=O)N(C)C[C@H]2Oc3ncc(C#Cc4ccc(F)cc4)cc3C(=O)N([C@H](C)CO)C[C@@H]2C)c1
    -1.9, -16.2, 79.8, -36.4
38: C/C=C/c1ccc([C@@H]2[C@H](CO)N(S(C)(=O)=O)[C@H]2CN(CC)C(=O)CC)cc1
    -0.1, 0.5, 14.9, 3.3
39: COc1cccc(-c2cnc3c(c2)C(=O)N([C@H](C)CO)C[C@H](C)[C@@H](CN(C)Cc2ccncc2)O3)c1
    0.3, -2.4, 9.5, 15.1
40: O=S(=O)(c1ccccc1F)N1CCCCN2[C@H](C1)[C@H](c1ccc(-c3ccncc3)cc1)[C@@H]2CO
    -0.6, -0.2, 96.3*, 9.3
41: C[C@H](NC(=O)C[C@@H]1CC[C@@H](NC(=O)C2CCOCC2)[C@H](CO)O1)c1ccccc1
    -0.4, 0.5, 52.6, -4.6
42: C[C@H](CO)N1C[C@H](C)[C@@H](CN(C)C(=O)Nc2ccc(C(F)(F)F)cc2)Oc2ccc(NC(=O)NC3CCCCC3)cc2CC1=O
    -1.4, 1.7, 17.2, -5.5
43: O=C(C[C@H]1CC[C@@H]2[C@H](COC[C@H](O)CN2CC2CCOCC2)O1)NCC1CCCCC1
    1.5, 6.3, 23.5, -1.2
44: O=C(Cc1ccccc1)N1C[C@@H]2[C@H](c3ccccc31)[C@H](CO)N2C(=O)c1ccc(F)cc1
    -1.1, -3.7, 6.5, 12.8
45: C[C@@H]1CN([C@H](C)CO)S(=O)(=O)c2ccc(-c3cccc(F)c3)cc2O[C@@H]1CN(C)S(=O)(=O)c1ccccc1
    -0.7, -1.1, 114.5*, -33.4
46: C[C@H](CO)N1C[C@H](C)[C@@H](CN(C)S(=O)(=O)c2ccc(F)cc2)OCCCC[C@H](C)Oc2ccc(NS(=O)(=O)c3ccccc3)cc2C1=O
    -1.7, -4.0, 56.9, -46.9
47: CO[C@@H]1CN(C)C(=O)c2cc(NC(=O)Nc3cc(Cl)cc(Cl)c3)ccc2OC[C@H](C)NC[C@H]1C
    0.6, x, 55.4, x
48: Cc1noc(C)c1NC(=O)N(C)C[C@@H]1Oc2c(NS(=O)(=O)c3cn(C)cn3)cccc2C(=O)N([C@H](C)CO)C[C@H]1C
    1.0, 2.8, 89.4, 29.2
49: COc1ccc(CN2C[C@@H](C)[C@@H](OC)CN(C)C(=O)c3ccc(NC(C)=O)cc3OC[C@H]2C)cc1
    0.6, 0.3, 5.5, -1.8
50: CN1CCN(C(=O)C[C@H]2C[C@H]3c4cc(NC(=O)Nc5ccc(F)cc5)ccc4O[C@H]3[C@@H](CO)O2)CC1
    0.8, 0.9, -25.1, 8.1
51: O=C(C[C@@H]1C[C@@H]2c3cc(NC(=O)NC4CCCCC4)ccc3O[C@@H]2[C@@H](CO)O1)NCCc1ccccc1
    -2.5, 1.9, x, 0.4
52: OC[C@@H]1[C@H](c2ccc(-c3ccccc3F)cc2)[C@H]2CN(Cc3ccncc3)CCCCN12
    3.1, -13.2, 106.7*, -17.8
53: C[C@H]1CN([C@@H](C)CO)C(=O)c2c(c3ccccc3n2C)-c2ccccc2CO[C@@H]1CN(C)C(=O)Nc1ccccc1C(F)(F)F
    -1.6, 16.7, x, -63.2
54: C[C@@H]1CN([C@@H](C)CO)C(=O)c2cc(NS(=O)(=O)c3ccc(Cl)cc3)ccc2O[C@@H](C)CCCCO[C@H]1CN(C)C(=O)C1CCCCC1
    1.1, -7.6, 52.8, -37.5
55: Cc1ccc(-c2ccc3c(c2)O[C@H](CN(C)Cc2cccnc2)[C@H](C)CN([C@@H](C)CO)S3(=O)=O)cc1
    -1.1, -9.6, 107.5*, -38.6
56: C[C@@H]1CN([C@@H](C)CO)C(=O)Cc2cc(NC(=O)Nc3ccc4c(c3)OCO4)ccc2O[C@@H]1CN(C)Cc1ccncc1
    1.4, 1.4, x, -0.7
57: C[C@H]1CCCCO[C@@H](CN(C)C(=O)Nc2cccc3ccccc23)[C@@H](C)CN([C@@H](C)CO)C(=O)c2cc(NS(=O)(=O)c3ccc(F)cc3)ccc2O1
    1.0, -5.8, 108.6*, -77.8
58: C[C@@H]1CCCCO[C@@H](CN(C)C(=O)c2ccncc2)[C@H](C)CN([C@@H](C)CO)C(=O)c2cc(NC(=O)C3CCCCC3)ccc2O1
    -0.2, 0.8, -10.9, x
59: COCC(=O)N(C)C[C@@H]1Oc2cc(C#C[C@H](C)O)ccc2S(=O)(=O)N([C@@H](C)CO)C[C@@H]1C
    -0.9, -2.1, 30.2, x
60: O=C(C[C@@H]1C=C[C@@H](NS(=O)(=O)c2ccc(F)cc2)[C@H](CO)O1)N1CCc2ccccc2C1
    10.5, -0.8, -2.9, -16.5

(further entries)
Every second line gives: GASC1 inh, C diff HTS, T cruzi growth, Pf Dd2 inh
61: CCCNC(=O)N1[C@H](C#N)[C@H](c2ccccc2-c2ccc(OC)cc2)[C@@H]1CO
    -2.7, 10.0, x, -41.0
62: CCCN1[C@H](C(=O)N[C@H](C)c2ccccc2)[C@@H](CO)[C@@H]2Cn3c(ccc(-c4ccc(F)cc4)c3=O)[C@@H]21
    10.0, 15.7, 63.0, -53.3
63: Cc1ccccc1-c1ccc(C2[C@H]3CNC[C@@H]2N3Cc2cncnc2)cc1 (stereo partly specified)
    0.1, 0.4, x, 6.0
64: COc1ccc(S(=O)(=O)Nc2ccc3c(c2)C(=O)N([C@@H](C)CO)C[C@@H](C)[C@H](CN(C)C(=O)Nc2cccc4ccccc24)OCCCC[C@@H](C)O3)cc1
    -3.1, x, 90.6, -32.8

Screening results: PubChem, Broad Institute
